Assay outcomes deposited in PubChem by Sanford-Burnham Center for Chemical Genomics.
KOR beta-arrestin-1 – kappa opioid receptor blockers – cell-based, luminescence, uHTS (AID 1778) | inhibition, % at 10 µM; hits with a dose series show IC50 in µM | hit rate 0.091% among 290,000 | KOR beta-arrestin recruitment, luminescence, antagonist mode; higher % means a stronger effect; note: strong numbers were not always called active
NOD1 inhibition – inhibition of NOD1-driven NF-kB reporter – cell-based, luminescence, uHTS, primary screen (AID 1578) | NOD1-driven NF-kB luciferase reporter cells, luminescence; higher % means a stronger effect | inhibition, % at 4 µM; hits with a dose series show EC50 in µM | hit rate 1% among 290,000; in the data active = inhibition mostly above about 36%, no sharp cut-off; inactive = mostly below about 34%;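 note: HEK-293T reporter cells stimulated with the NOD1 agonist gamma-tri-DAP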
human PMI inhibitors – MPI inhibition at elevated mannose 6-phosphate – biochemical, fluorescence intensity, high mannose 6-phosphate, primary screen (AID 1220) | recombinant PMI enzyme, coupled fluorescence intensity; higher % means a stronger effect | inhibition, % at 20 µM, or IC50 in µM where a hit was titrated | hit rate 0.66% among 190,000
LYP inhibition – inhibitors of LYP phosphatase, biochemical, fluorescence intensity, uHTS (AID 1779); recombinant LYP phosphatase, fluorescence intensity; higher % means a stronger effect; inhibition, % at 11.5 µM; hits with a dose series show IC50 in µM; hit rate 0.054% among 290,000;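 note: plate controls were vehicle with enzyme for no effect and no enzyme for full effect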
XIAP displacement – small molecules displacing peptide from XIAP – biochemical, IAP family, fluorescence polarization (AID 1018). one-dose displacement, % at 20 µM; IC50 in µM for titrated hits. XIAP BIR domain, fluorescence polarization peptide displacement; higher % means a stronger effect. hit rate 0.007% among 200,000; in the data active = displacement above about 50%; note: a part of the inactive calls stands beside numbers as strong as those of hits
PMI inhibitors – inhibitors of human PMI, primary screen, biochemical, fluorescence intensity, coupled assay (AID 1209) | purified PMI enzyme, coupled fluorescence intensity; higher % means a stronger effect | inhibition, % at 20 µM; hits with a dose series show IC50 in µM | hit rate 0.42% among 190,000;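 note: plate controls were DMSO vehicle for no effect and wells lacking substrate for full effect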
KOR beta-arrestin-2 – kappa opioid receptor activators – cell-based, luminescence, uHTS, primary screen (AID 1777); KOR beta-arrestin recruitment, luminescence; higher % means a stronger effect; one-dose activation, % at 10 µM; EC50 in µM for titrated hits; hit rate 0.02% among 280,000; in the data active = activation above about 50%, passing the limit was not always enough; note: a part of the inactive calls stands beside numbers as strong as those of hits
NOD2 inhibition – NOD2 signaling inhibitors, cell-based, luminescence, uHTS, HEK293 (AID 1566) | HEK293 NOD2/NF-kB luciferase reporter, luminescence; higher % means a stronger effect | one-dose inhibition, % at 4 µM; EC50 in µM for titrated hits | hit rate 0.63% among 290,000; note: many of its hits are not listed in these tables
TNAP activation fold – human TNAP enzyme activators, primary screen, biochemical, luminescent, no phosphate acceptor, uHTS (AID 1001); purified TNAP, luminescent activation assay, no phosphate acceptor; higher activation fold means a stronger effect; activation fold at 20 µM; hits with a dose series show EC50 in µM; hit rate 0.03% among 200,000; in the data active = activation fold from about 3, or a potency from the dose series; inactive = the rest, 99 in 100 with activation fold below about 1.6; note: many of its hits are not listed in these tables
* hit, by the source's call; . = no result given; [ ] = remark or other dose. Cut-off read from the data, not from the text of the source, unless noted: active = inhibition above about 50%; inactive = the rest.

Order of results – KOR beta-arrestin-1 | NOD1 inhibition | human PMI inhibitors | LYP inhibition | XIAP displacement | PMI inhibitors | KOR beta-arrestin-2 | NOD2 inhibition | TNAP activation fold
- CNS(=O)(=O)c1ccc(NCC2COc3ccccc3O2)c([N+](=O)[O-])c1 (configuration not stated)
    16% | -20% | 9% | 0% | -2.5% | 21% | 0.1% | -1% | 1.1
- O=C(CCCn1cnc2ccccc2c1=O)Nc1ccccc1F
    26% | -10% | . | -6% | . | . | -3.5% | 10% | .
- CCN(CC)CCN(C(=O)c1ccc2c(c1)OCCO2)c1nc2cc3c(cc2s1)OCO3
    -7% | -30% | . | -5% | . | . | 3.2% | -5% | .
- O=C(NN=C1CCCC1)c1ccn[nH]1
    16% | 3% | 4% | -11% | -9.7% | 22% | 2.1% | 4% | 1.3
- O=C(N/N=C/c1c(Cl)cccc1Cl)c1ccc(F)cc1
    16% | 5% | 6% | -6% | -1.4% | 9% | -0.5% | -2% | 1.1
- CC(=O)NS(=O)(=O)c1ccc(NC(=O)C2c3ccccc3Oc3ccccc32)cc1
    -8% | -16% | -20% | -3% | -1.5% | -12% | -6.0% | 3% | 1
- Cc1nc2[nH]c(=O)c3c(n2n1)NC1=C(C(=O)CC(C)(C)C1)C3c1ccccc1 (configuration not stated)
    -2% | -23% | 10% | -6% | 0.2% | 5% | -3.5% | -1% | 1
- Cn1c(SCC(=O)c2c(N)n(C)c(=O)n(C)c2=O)nnc1-c1ccc(F)cc1
    -10% | -21% | 3% | -6% | -36% | -9% | 0.4% | 5% | 1
- COc1cc(OC)cc(C(=O)NNc2nc3cc4c(cc3s2)OCO4)c1
    -23% | -39% | -23% | -5% | -8.4% | -16% | 0.4% | -2% | 1.9
- CCOC(=O)CC(=O)CSc1nnc2c(n1)[nH]c1ccccc12
    -5% | -50% | 0% | -5% | -1.6% | -8% | 2.5% | -13% | 1
- Cc1nc(CNS(=O)(=O)c2cc(F)ccc2F)cs1
    11% | -9% | -4% | -10% | -6.4% | -8% | 8.5% | 2% | 1
- COc1ccccc1C(=O)Nc1c(C(=O)N(CCN(C)C)Cc2ccco2)oc2ccccc12
    13% | -20% | . | -9% | . | . | -2.8% | 14% | .
- c1ccc(-n2c(-c3cccs3)nc3nc4ccccc4nc32)cc1
    3% | -3% | 3% | -12% | -3.7% | 6% | -0.9% | 20% | 1
- COCCNC(=O)c1cccc(OC2CCN(Cc3ccccc3OCCO)CC2)c1
    -46%[20 µM] | -2% | . | -4% | . | . | 2.1% | 12% | .
- COc1cccc(CN(C)Cc2nc3cc(C(F)(F)F)ccc3c(=O)[nH]2)c1
    7% | -10% | . | -3% | . | . | -3.5% | 12% | .
- O=C(NCCCCCCNC(=O)N1CCCCCC1)N1CCCCCC1
    2% | -10% | 1% | -3% | -2.1% | -1% | 3.0% | -5% | 1.1
- CN(C(=O)C1CCC(=O)N(CCc2ccc(Cl)cc2)C1)C1CCOCC1 (configuration not stated)
    17% | -39% | . | -6% | . | . | 4.4% | 14% | .
- COc1ccccc1CNC(=O)CCNS(=O)(=O)c1cccc2nonc12
    3% | -40% | . | -12% | . | . | -0.5% | 14% | .
- Cc1ccc(C)c(NC(=S)N(Cc2ccco2)C(C)c2cccs2)c1 (configuration not stated)
    2% | -13% | -7% | 0% | -4.8% | -4% | 9.7% | -15% | 1.1
- CN(CC(=O)NCCc1ccc(S(N)(=O)=O)cc1)c1ccccc1
    -18% | -28% | 5% | -5% | -2.0% | -5% | 0.4% | 7% | 1.1
- Oc1ccc(N2CCN(C(=S)NCCc3ccccc3)CC2)cc1
    1% | 12% | 37% | -7% | -19% | 16% | 0.4% | -32% | 1.1
- CNC(=O)C1CC(=O)N(c2ccc(C)cc2)C1 (configuration not stated)
    6% | -4% | -8% | -10% | -7.3% | -13% | 13% | 0% | 1
- COc1ccccc1NC(=O)C1C2CCCCC21 (configuration not stated)
    -6% | -2% | -1% | -5% | -1.3% | 2% | -5.4% | 8% | 1.1
- O=c1c(S(=O)(=O)c2ccc(Cl)cc2)cn(Cc2cccc(F)c2)c2ccc(F)cc12
    16% | -11% | 15% | 2% | -1.5% | 16% | -2.4% | -3% | 1
- O=C(NCCO)/C(=C/c1ccc2c(c1)OCO2)NC(=O)c1ccc(Br)cc1
    -10%[20 µM] | -18% | 7% | -7% | -24% | 12% | . | -8% | 1
- COC(=O)c1ccccc1NC(=O)CSc1nc(C)cc(C)n1
    7% | -2% | -3% | -4% | -1.2% | 0% | -3.8% | 14% | 1.1
- CC(Oc1ccc(Br)cc1)C(=O)N1CCc2ccccc21 (configuration not stated)
    -11% | 2% | -8% | -4% | -6.0% | 6% | 4.4% | -2% | 1
- O=C(CC(NCc1ccccn1)C(=O)O)Nc1ccccc1Cl (configuration not stated)
    -31% | -21% | 33% | -4% | -3.4% | 18% | -1.7% | 20% | 1.4
- CCCc1nnc(NC(=O)CCC(=O)Nc2ccc(Br)cc2)s1
    9% | -20% | . | -14% | . | . | -1.1% | -6% | .
- Cc1ccc(-c2nnn(C(C)C(=O)N3c4ccccc4CCc4ccccc43)n2)cc1 (configuration not stated)
    -9% | -18% | 0% | 7% | 2.3% | 2% | -1.7% | 2% | 1.1

Of the compounds above, two contain a thiophene ring, fused or not:
Order of results – KOR beta-arrestin-1 | NOD1 inhibition | human PMI inhibitors | LYP inhibition | XIAP displacement | PMI inhibitors | KOR beta-arrestin-2 | NOD2 inhibition | TNAP activation fold
- c1ccc(-n2c(-c3cccs3)nc3nc4ccccc4nc32)cc1
    3% | -3% | 3% | -12% | -3.7% | 6% | -0.9% | 20% | 1
- Cc1ccc(C)c(NC(=S)N(Cc2ccco2)C(C)c2cccs2)c1 (configuration not stated)
    2% | -13% | -7% | 0% | -4.8% | -4% | 9.7% | -15% | 1.1

4 compounds out of the list, ordered by length of the SMILES, rising.
Order of results – KOR beta-arrestin-1 | NOD1 inhibition | human PMI inhibitors | LYP inhibition | XIAP displacement | PMI inhibitors | KOR beta-arrestin-2 | NOD2 inhibition | TNAP activation fold
- COc1ccccc1NC(=O)C1C2CCCCC21 (configuration not stated)
    -6% | -2% | -1% | -5% | -1.3% | 2% | -5.4% | 8% | 1.1
- CC(Oc1ccc(Br)cc1)C(=O)N1CCc2ccccc21 (configuration not stated)
    -11% | 2% | -8% | -4% | -6.0% | 6% | 4.4% | -2% | 1
- O=C(CC(NCc1ccccn1)C(=O)O)Nc1ccccc1Cl (configuration not stated)
    -31% | -21% | 33% | -4% | -3.4% | 18% | -1.7% | 20% | 1.4
- Oc1ccc(N2CCN(C(=S)NCCc3ccccc3)CC2)cc1
    1% | 12% | 37% | -7% | -19% | 16% | 0.4% | -32% | 1.1

Following part
Order of results – KOR beta-arrestin-1 | NOD1 inhibition | human PMI inhibitors | LYP inhibition | XIAP displacement | PMI inhibitors | KOR beta-arrestin-2 | NOD2 inhibition | TNAP activation fold
- Cn1c(CNC(=O)c2ccccc2)nnc1SCC(=O)N1CCN(c2ccccc2)CC1
    7% | -17% | -5% | 0% | -5.3% | -2% | -2.9% | 8% | 1.1
- COc1ccc(CCNC(=O)C2CCN(C(=O)NC3CCCCC3)CC2)cc1
    9% | -9% | -1% | -4% | -2.0% | -1% | -1.4% | 13% | 1.1
- O=C(NCc1ccc(OC(F)(F)F)cc1)C12CN(Cc3ccccc3)CC1C(c1cccc([N+](=O)[O-])c1)=NO2 (configuration not stated)
    -1% | -44% | 0% | 12% | 1.8% | 5% | 1.0% | -5% | 1
- CC1(C)CC(=O)C2=C(C1)N(c1cccnc1)C(N)=C(C#N)C2c1cccs1 (configuration not stated)
    -26% | 7% | 54%* | -5% | -8.1% | 26% | 0.0% | 11% | 1.1
- Cc1cccc(CN2C(=O)N/C(=C/c3ccc(C)s3)C2=O)c1
    -40% | 11% | -4% | -5% | -4.9% | -1% | -3.7% | -3% | 1.1
- Cc1cc(NC(=O)CCC(=O)N(CCC(C)C)C(C(=O)NCC2CCCO2)c2ccccc2C)no1 (configuration not stated)
    -35% | -19% | . | -7% | . | . | -2.4% | -6% | .
- O=C(NCc1ccc(S(=O)(=O)NC2CCCCC2)s1)c1ccccc1
    14% | 3% | . | -8% | . | . | -1.1% | 0% | .
- CC(C)(C)n1nnnc1CN(Cc1cccnc1)Cc1ccccc1Cl
    -33% | -10% | 3% | -7% | -4.4% | 14% | 6.1% | 5% | 1.1
- CC(C)CNC(=O)c1cc(-c2ccc(Br)cc2)on1
    2% | -91% | -1% | 1% | -2.8% | 1% | -2.9% | -108% | 1.1
- COC(=O)c1c(NC(=O)CC2Nc3cc(C)c(C)cc3NC2=O)sc(C)c1C (configuration not stated)
    -9% | -4% | -18% | -5% | -16% | -21% | -2.0% | 3% | 1
- CC(=O)Nc1nc(COc2ccccc2)cs1
    18% | -24% | 12% | -6% | -3.3% | 12% | -2.3% | -21% | 1.1
- COc1cc2c3nnc(-c4ccc(F)cc4)c-3cn(Cc3ccc(F)cc3)c2cc1OC
    -56% | 108%* | -8% | -12% | -4.7% | 4% | 48% | 10% | 1.1
- O=C(c1cccc([N+](=O)[O-])c1)N1CCN(Cc2ccccc2)CC1
    . | -7% | . | -3% | . | . | -4.4% | -6% | .
- CCCCn1c(=S)[nH]c2ncccc2c1=O
    -15% | -26% | 6% | -7% | -20% | 8% | -0.9% | 13% | 1
- Cc1nc2c(-c3ccc(F)cc3)cnn2c(N)c1-c1ccc(F)cc1
    15% | -12% | . | 1% | . | . | -3.7% | -12% | .
- Cc1cccc(C(CC(=O)NCCc2ccccc2)c2ccccc2)c1O (configuration not stated)
    2% | -18% | 10% | 7% | -5.4% | 11% | -1.8% | -10% | 1.1
- COc1cccc(C(=O)OCn2nnc3ccccc3c2=O)c1OC
    17% | -4% | . | -8% | . | . | -8.0% | 11% | .
- O=CN/N=C/c1c(O)ccc2ccccc12
    6% | -1% | . | -5% | . | . | 2.6% | 25% | .
- CCn1c(-c2nn(-c3ccc(C)cc3)ccc2=O)n[nH]c1=S
    1% | -38% | 7% | -1% | -7.0% | 10% | -3.0% | 8% | 0.6
- COc1ccc(N(C)S(=O)(=O)c2c(C)noc2C)c(OC)c1
    -24% | 2% | 13% | -10% | -9.8% | 10% | 0.2% | 3% | 1.1
- COC(=O)[C@H](Cc1ccccc1)NC(=O)NCCc1ccccc1F
    4% | -13% | . | -8% | . | . | 1.9% | -7% | .
- Cc1ccccc1N(CC(=O)NCc1ccco1)C(=O)CCC(=O)Nc1nccs1
    13%[20 µM] | -43% | 1% | -2% | 2.8% | 0% | . | 1% | 1
- COc1ccc(NC(=O)COC(=O)COc2ccc(Br)cc2)cc1
    2% | -34% | 10% | -4% | -3.5% | 4% | -3.8% | 13% | 1
- CCNc1ccc([N+](=O)[O-])cc1
    18% | -2% | . | -9% | . | . | -2.2% | 8% | .
- COc1ccc(NC(=O)NC2CCN(C(C)C)CC2)c(OC)c1
    -12% | -15% | 9% | -7% | -2.3% | 13% | -2.9% | -2% | 1.1
- Cc1ccc(NC(=O)c2ccc(NCC3CCCO3)c([N+](=O)[O-])c2)cc1Cl (configuration not stated)
    -17% | -25% | 18% | -8% | 2.1% | 0% | 35% | 18% | 1
- O=C(COC(=O)c1ccccc1)Nc1ccc(Cl)cn1
    -48% | -36% | -3% | -3% | -5.5% | -13% | 1.9% | 0% | 1.1

Some of the compounds tested, so the mix of outcomes need not match the whole.
